C1s inh – complement C1s protease inhibitors, primary screen, biochemical, 10-compound mixtures; Complement C1s subcomponent (Homo sapiens), P09871; purified C1s, fluorogenic AMC substrate, pooled mixtures; mean inhibition % of two 10-compound mixtures (hits give high values), % at 5 µM (by protocol); actives 0.16% (n = 62,000); AID 538, 2006;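 active = inhibition above 20% in each of the two 10-compound mixture wells holding the compound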;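 also: 0% = enzyme wells lacking compound mixture and 100% = no-enzyme blank wells; some compounds called inactive have numbers as strong as hits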
Target sequence (P09871 16-437 limits assumed): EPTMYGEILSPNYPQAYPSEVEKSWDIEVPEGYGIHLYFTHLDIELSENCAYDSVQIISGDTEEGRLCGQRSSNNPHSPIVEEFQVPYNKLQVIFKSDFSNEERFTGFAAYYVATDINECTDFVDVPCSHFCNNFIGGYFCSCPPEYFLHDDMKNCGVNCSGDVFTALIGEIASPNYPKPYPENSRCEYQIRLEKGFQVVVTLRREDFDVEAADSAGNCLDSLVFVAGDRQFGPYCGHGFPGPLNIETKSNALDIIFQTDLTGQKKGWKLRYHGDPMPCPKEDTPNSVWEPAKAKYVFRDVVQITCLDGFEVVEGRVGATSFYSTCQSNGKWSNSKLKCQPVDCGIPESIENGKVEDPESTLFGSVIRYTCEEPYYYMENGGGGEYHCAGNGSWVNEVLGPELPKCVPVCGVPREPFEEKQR
Target sequence (P09871 438-688 limits assumed): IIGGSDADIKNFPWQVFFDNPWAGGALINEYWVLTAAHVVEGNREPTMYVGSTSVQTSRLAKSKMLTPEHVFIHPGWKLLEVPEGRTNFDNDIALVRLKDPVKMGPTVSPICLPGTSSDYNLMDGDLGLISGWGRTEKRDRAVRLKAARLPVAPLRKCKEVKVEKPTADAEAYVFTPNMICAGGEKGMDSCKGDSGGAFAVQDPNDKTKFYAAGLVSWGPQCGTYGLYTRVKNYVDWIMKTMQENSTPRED
FXIa inh mix – FXIa protease inhibitors in compound pools, primary screen, biochemical, 10-compound mixtures; Coagulation factor XI (Homo sapiens), P03951; purified FXIa, fluorogenic substrate, pooled mixtures; inhibition, % at 5 µM; actives 0.19% (n = 62,000); in the data active = inhibition above about 20%, passing the limit was not always enough;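 also: each value is inhibition by a whole ten-compound pool holding the compound; 0% = enzyme with no mixture and 100% = wells lacking enzyme; strong numbers were not always called active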
CatG inh – human cathepsin G inhibitors, primary screen, biochemical, pooled compound mixtures, AMC fluorescence. P08311. purified enzyme, AMC-tetrapeptide fluorescence. actives 0.2% (n = 62,000). inhibition, % at 5 µM (by protocol);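 active = inhibition above 20% in each of the two mixture wells holding the compound; inactive = inhibition of 20% or less in either well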;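 also: 0% = enzyme control without mixture and 100% = blank lacking enzyme; strong numbers were not always called active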
AP complement – alternative complement pathway inhibitors, primary screen, biochemical, ELISA, human serum, orthogonally pooled compounds; LPS-coated ELISA, C3 deposition; tested in compound mixtures; inhibition, % at 5 µM; actives 0.08% (n = 62,000);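 active = inhibition above 30% in each of the two pooled mixtures holding the compound, so the lower value exceeds 30%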;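 also: 0% = serum in Mg-EGTA without compound and 100% = EDTA serum blank; some compounds past the cut are filed as inactive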
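Assay system: Human serum alternative complement pathway, C3 deposition on LPS-coated wells | Incubation: 1 h serum-compound exposure at 37 °C | Doses: 5 µM per compound in ten-compound mixtures | Read-out: Percent inhibition | Technique: ELISA with HRP anti-human C3 antibody, TMB substrate, absorbance 450 nm | Replication: Two pool placements per compound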
CatS inh – inhibitors of human cathepsin S, biochemical, compound mixtures | inhibition, %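 (tested at 5 µM per compound within 10-compound mixtures)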 | recombinant cathepsin S, AMC dipeptide fluorescence, pooled mixtures | actives 0.06% (n = 62,000); in the data active = inhibition above about 32%, passing the limit was not always enough;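 also: 0% = enzyme without compound and 100% = blank without enzyme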
Target sequence (P25774 115-331 limits assumed): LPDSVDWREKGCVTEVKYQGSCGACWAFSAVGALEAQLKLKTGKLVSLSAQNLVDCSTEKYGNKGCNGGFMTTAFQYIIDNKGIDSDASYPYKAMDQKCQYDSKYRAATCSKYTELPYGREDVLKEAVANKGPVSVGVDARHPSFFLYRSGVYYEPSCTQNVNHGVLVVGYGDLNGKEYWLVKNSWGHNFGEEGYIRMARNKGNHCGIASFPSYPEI
CatL inh – inhibitors of human cathepsin L, biochemical; Procathepsin L (Homo sapiens), P07711; purified cathepsin L, fluorogenic substrate, fluorescence; inhibition, %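 (tested at 10 µM)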; actives 0.17% (n = 58,000); AID 460, 2006; in the data active = inhibition above about 45%;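 also: 0% = enzyme with no compound and 100% = no enzyme blank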
Ec RNAP inh – E. coli RNAP inhibitors, biochemical | actives 0.2% (n = 62,000) | E. coli RNA polymerase, fluorescence transcription assay | inhibition, %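 (tested at 10 µM)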 | DNA-directed RNA polymerase subunit beta (Escherichia coli (strain K12)), P0A8V2 | AID 559, 2006; in the data active = inhibition above about 20%;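 also: 0% = enzyme without compound and 100% = no enzyme blank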
CatB mixtures – cathepsin B inhibitors from pooled compounds, primary screen, biochemical, compound mixtures, AMC fluorescence; inhibition, %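 (ten-compound pools at 5 µM per compound and 50 µM total)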; actives 0.06% (n = 62,000); Purified cathepsin B, AMC dipeptide fluorescence; in the data active = inhibition above about 22%, passing the limit was not always enough;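 also: 0% = enzyme without compound and 100% = no enzyme blank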
CatB block – human cathepsin B inhibitors, primary screen, biochemical, fluorogenic substrate. inhibition, %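 (tested at 10 µM)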. purified cathepsin B, fluorescence. P07858. actives 0.1% (n = 63,000); in the data active = inhibition above about 21%;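 also: 0% = enzyme with no compound and 100% = no enzyme blank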
* marks the source's active call; other numbers are inactive results; . = no result given.

SMILES | C1s inh | FXIa inh mix | CatG inh | AP complement | CatS inh | CatL inh | Ec RNAP inh | CatB mixtures | CatB block
CCN(CC)CCNC(=O)c1sc2nc(-c3ccccc3)cn2c1C | 12.1 | 5.4 | 9.9 | 3.4 | 22.2 | 2.1 | 8.8 | 5.3 | 1.2
CCOC(=O)C1CCN(C(=O)Cc2c(C(=O)O)n(C)c3ccccc23)CC1 | 0.5 | 8.0 | 0.8 | 8.3 | 14.7 | 14.4 | 3.8 | -0.6 | 2.5
Nc1nnc(SCc2cccc(C(F)(F)F)c2)s1 | -2.2 | 6.1 | -1.1 | 18.3 | -5.5 | -0.8 | -4.5 | -3.3 | -5.9
COc1ccc(OC)c2c1sc(=NC(=O)CN1C(=O)CCC1=O)n2C | -188.6 | -22.8 | -16.3 | 23.1 | -24.6 | . | 7.1 | -6.0 | 5.8
CC1=CC(C)=Nc2ccc(C)cc2N1 | 8.9 | 7.0 | 9.1 | 11.7 | -0.5 | 0.3 | 10.6 | 1.8 | 2.7
COc1ccccc1NC(=O)C1=C(C)Nc2nc(-c3cccs3)nn2C1c1cccc(O)c1 (centres undefined) | 13.0 | 9.9 | 7.5 | 8.6 | -5.2 | 3.2 | 7.4 | -1.1 | 3.6
CCc1nnc(NC2=NCCC2)s1 | -13.0 | 8.7 | 1.4 | -4.1 | 16.3 | 12.0 | 10.1 | -0.7 | 6.6
O=C(Oc1ccccc1)c1cc2ccccc2o1 | -55.1 | -4.1 | -10.7 | -8.2 | -0.1 | 5.6 | 8.7 | -0.5 | -2.5
CCOc1ccc(S(=O)(=O)n2ccnc2)c2ccccc12 | -20.8 | -0.8 | -2.0 | 4.9 | 9.0 | 7.8 | 2.9 | 3.1 | 5.1
CCN(C(=O)COC(=O)C(Cc1ccccc1)N1C(=O)c2ccccc2C1=O)C1CCS(=O)(=O)C1 (centres undefined) | -6.2 | 3.1 | 2.6 | 20.1 | 2.6 | -4.2 | 5.3 | 5.8 | -2.4
CCn1c(=O)c(C(=O)NCCc2ccccc2)c(O)c2ccccc21 | -5.2 | 6.5 | 3.8 | 11.4 | 14.3 | 1.1 | 3.4 | -1.1 | 0.2
CCCOC(=O)c1ccc(OCC(O)Cn2c(C)nc3ccccc32)cc1 (centres undefined) | 18.7 | 6.4 | 12.5 | 6.5 | 12.6 | . | 11.2 | 3.7 | 3.7
Cc1c(C(=O)N2CCN(Cc3ccccc3)CC2)sc2ncnc(N3CCOCC3)c12 | -4.5 | 2.3 | -0.2 | 13.7 | -2.5 | 4.2 | 5.6 | 7.2 | -4.8
COc1cc(OC)c(C2=NOC(C(=O)Nc3cc(C)nn3-c3ccccc3)C2)cc1Cl (centres undefined) | 0.8 | 14.0 | 3.6 | 0.7 | 15.3 | 7.3 | 5.9 | 6.0 | -3.0
CSc1nnc(-c2ccc(O)cc2)n1C | 14.7 | 8.1 | 9.8 | 8.5 | 1.3 | 35.7 | 5.2 | 4.2 | 0.3

Continued, starting with the last three of the part before.
SMILES | C1s inh | FXIa inh mix | CatG inh | AP complement | CatS inh | CatL inh | Ec RNAP inh | CatB mixtures | CatB block
Cc1c(C(=O)N2CCN(Cc3ccccc3)CC2)sc2ncnc(N3CCOCC3)c12 | -4.5 | 2.3 | -0.2 | 13.7 | -2.5 | 4.2 | 5.6 | 7.2 | -4.8
COc1cc(OC)c(C2=NOC(C(=O)Nc3cc(C)nn3-c3ccccc3)C2)cc1Cl (centres undefined) | 0.8 | 14.0 | 3.6 | 0.7 | 15.3 | 7.3 | 5.9 | 6.0 | -3.0
CSc1nnc(-c2ccc(O)cc2)n1C | 14.7 | 8.1 | 9.8 | 8.5 | 1.3 | 35.7 | 5.2 | 4.2 | 0.3
CC(=O)Oc1ccc2c(C)c(CC(C)O)c(=O)oc2c1 (centres undefined) | -163.5 | -38.2 | -29.2 | -16.2 | -13.2 | -70.3 | -153.4 | -9.0 | -18.9
Cc1ccc2cc(CN(Cc3ccccc3)Cc3nnnn3C3CCCC3)c(=O)[nH]c2c1 | 14.9 | 5.7 | 8.2 | 20.6 | -5.5 | -20.1 | -11.5 | 0.7 | 1.1
O=C(Nc1ccc(N2CCN(C(=O)c3ccco3)CC2)cc1)c1cccc(F)c1 | 13.2 | 7.2 | 8.5 | -2.4 | -2.2 | 0.8 | 8.0 | 0.8 | 3.0
COc1ccc(C2c3c(-c4cc(Cl)c(C)cc4O)n[nH]c3C(=O)N2Cc2cccnc2)cc1OC (centres undefined) | 7.8 | 3.5 | 1.9 | -0.5 | 6.1 | 0.1 | 8.6 | 4.0 | 1.9
CCOC(=O)c1ccc(-c2ccc(C(=O)Nc3cccnc3)o2)cc1 | 10.7 | 5.2 | 11.5 | 3.4 | 17.8 | 7.5 | 14.4 | 7.4 | 7.5
O=C(/C=N/O)Nc1cccnc1 | -10.0 | -5.0 | 7.7 | 5.9 | -38.3 | 2.8 | 12.0 | 2.8 | 2.5
CC(NO)C(C)(C)NO (centres undefined) | 0.1 | 1.4 | -0.8 | -15.2 | -3.3 | 0.2 | -0.5 | 3.4 | 0.8
Cc1nn(Cc2ccc(Cl)cc2Cl)c(C)c1NC(=O)c1nc2n(n1)C(C(F)F)CC(C)N2 (centres undefined) | -16.3 | -2.7 | -5.6 | 9.7 | -5.4 | -4.4 | -4.6 | -2.9 | -2.4
CC(=O)c1c(C)n(CC(=O)NCc2ccc3c(c2)OCO3)c2ccccc12 | 14.3 | 6.9 | 11.6 | 4.5 | 9.3 | 9.8 | 18.6 | 5.4 | 1.3
CS(=O)(=O)N(C(=O)NC(=O)NC1CCS(=O)(=O)C1)C1CCCCC1 (centres undefined) | -74.3 | -26.5 | -22.9 | 3.8 | 9.1 | 2.4 | 3.3 | -11.3 | 1.6
COCCn1c(SCC(=O)NCC2CCCO2)nc2c(c1=O)SC(C)C2 (centres undefined) | -0.4 | 7.7 | 9.3 | 16.2 | -16.1 | . | 6.5 | 5.6 | 3.8
O=C(O)CCc1nc2ccccc2n(CCc2ccccc2)c1=O | -2.2 | -3.8 | 12.3 | 17.8 | -1.1 | -1.2 | -1.2 | 5.1 | 6.3
Cc1cc(N2CCOCC2)nc2ccc(NC(=O)CCC(=O)N3CCC(C)CC3)cc12 | -10.5 | 0.8 | -4.8 | 14.6 | -0.8 | -13.8 | -1.0 | -0.4 | 0.5
CCOC(=O)c1c(NC(=O)c2ccc(Br)o2)sc(C)c1CC | 15.0 | 6.5 | 13.5 | 4.8 | 2.2 | . | . | 2.0 | .
O=C(CSc1nnc2scc(-c3ccccc3)n12)N1CCCc2ccccc21 | 41.6 | 6.3 | 7.7 | 6.6 | 10.9 | 11.8 | 5.0 | 3.3 | 1.1
CN(C)c1ccc(NC(=O)c2cccc(N3C(=O)CCC3=O)c2)cc1 | -0.5 | 0.0 | 9.3 | 16.0 | -3.6 | 0.1 | 2.3 | -1.7 | -0.9
Cc1ccc(S(=O)(=O)N[C@@H](C)C(=O)N2CCC(C(=O)N3CCC[C@H]3C(=O)O)CC2)cc1 | -9.6 | -3.1 | -4.1 | -13.9 | -0.3 | -1.6 | 5.8 | 2.0 | 1.4
CC(C)COC(=O)C1C2C=CC3(CN(C4CCCC4)C(=O)C13)O2 (centres undefined) | 19.2 | -2.6 | 10.9 | 12.1 | 36.6 | 22.3 | 13.9 | 1.3 | 3.4
COc1cc2[nH]c(=O)c(C(=O)NCCCN3CCCCC3)c(O)c2cc1OC | -14.5 | -0.7 | 6.7 | 1.8 | 5.3 | -17.6 | 10.2 | -8.3 | 2.2
Cc1cc(NC(=O)CSc2nc(C(C)C)nc3c2c(=O)n(C)c(=O)n3C)no1 | 21.0 | 4.3 | 7.5 | 18.8 | -3.4 | 0.2 | 3.0 | 2.3 | 3.0
Cc1ccc2c(c1)nnn2C1CCN(CC(=O)NCCc2ccccc2)CC1 | -0.8 | 3.5 | 10.8 | 25.4 | -5.3 | -8.6 | 0.1 | 2.2 | 0.5
CNC(=O)CN1C(=O)CSc2ncccc21 | 14.2 | 10.5 | 9.1 | 10.4 | -4.1 | . | 9.0 | 2.8 | 4.5
Nc1nnc(SCCOc2ccc(Br)cc2)s1 | 31.9 | 1.1 | -2.8 | -28.1 | 10.6 | 10.7 | 8.7 | 4.5 | 5.5
CCCCNC(=O)CN(C1CCCCC1)S(C)(=O)=O | -0.2 | 6.6 | 2.3 | 14.5 | -3.8 | -1.8 | 7.6 | 6.6 | 1.3
CCn1cnc2sc(C(=O)N3CCN(Cc4ccc5c(c4)OCO5)CC3)c(C)c2c1=O | -29.4 | 1.1 | -1.2 | 14.9 | -3.1 | 2.8 | 4.7 | 7.5 | -3.8
N#Cc1c(-c2cccs2)cc(-c2ccccn2)nc1N | -98.2 | -17.2 | -14.7 | -0.9 | -7.2 | -28.5 | . | -10.7 | -5.8
c1coc(-c2nn3c(Cn4nnc5ccccc54)nnc3s2)c1 | 10.1 | 1.8 | 6.6 | 7.0 | -7.2 | 20.4 | . | 3.6 | 1.5
O=C(CCN1C(=O)c2ccccc2C1=O)NCCC1=CCCCC1 | -20.7 | -14.6 | 7.0 | 12.7 | 3.7 | 7.2 | 4.7 | 1.0 | 2.3
O=C(O)c1cccc(S(=O)(=O)NCc2cccs2)c1 | 9.0 | 8.8 | 6.5 | 13.1 | -5.7 | 4.8 | 2.0 | -1.4 | 6.5
CCOC(=O)Cc1nnc(NC(=O)c2ncn[nH]2)s1 | 2.2 | 1.8 | 0.6 | -8.9 | -4.4 | -0.7 | -2.7 | 3.7 | 5.5
c1ccc(CN2CCN(c3ncccn3)CC2)nc1 | 11.2 | 3.4 | 8.5 | -5.6 | 1.5 | 0.9 | 2.5 | 1.5 | -1.5
CCOC(=O)c1[nH]c(C)c(C(=O)N2CCN(c3ccc(F)cc3)CC2)c1C | 3.1 | 0.2 | 2.1 | -6.7 | 14.1 | 4.4 | 4.5 | 1.9 | 2.7
CCn1c(SCC(=O)N2CCCc3ccccc32)nc2ccccc2c1=O | 12.6 | 12.9 | 22.7 | 12.0 | 0.6 | . | 4.3 | 15.7 | 8.6
CCOc1ccc(N2CC(C(=O)Nc3ccccc3OC)CC2=O)cc1 (centres undefined) | -10.3 | -2.3 | 13.2 | 17.6 | -6.6 | -2.9 | 4.0 | 2.2 | 5.4
C[C@@H](NC(=O)c1coc(=O)c(Br)c1)c1ccccc1 | 1.9 | 12.6 | 0.1 | 20.3 | 10.7 | . | 4.5 | 4.8 | 1.6
C=CCSc1nnc2c(n1)OC=Nc1ccccc1-2 | -2.0 | 0.7 | 3.1 | 1.2 | 3.7 | 12.8 | 7.2 | -1.4 | -5.0
Cc1nnc(NC(=O)C2COc3ccccc3O2)s1 (centres undefined) | -9.9 | 6.8 | 7.1 | 8.2 | -9.3 | 1.5 | 7.4 | 4.4 | 1.9
COc1ccc(C(=O)COC(=O)c2ccco2)cc1 | 2.3 | 10.6 | 0.7 | 9.2 | 6.4 | -0.5 | 9.5 | 7.1 | -0.5
CCOC(=O)C1CCCN(c2c(N3CCN(c4ccccn4)CC3)c(=O)c2=O)C1 (centres undefined) | 4.1 | 3.5 | 10.4 | 5.1 | 12.8 | 2.5 | 6.8 | -5.4 | 1.8
COc1ccc(-n2c(SCC(=O)Nc3cc(C)on3)nc3ccc(O)cc3c2=O)cc1OC | -0.3 | 12.3 | 2.7 | 4.7 | 15.5 | 8.7 | 7.8 | 5.4 | -0.6

Compound activity as filed in PubChem BioAssay.

This is a subset; rates above refer to the full screens.
